Compound activity as filed in PubChem BioAssay.
Tb hexokinase – T. brucei hexokinase 1 inhibition. recombinant TbHK1, G6PDH-coupled NADH A340. inhibition, % at 10 µM. 220,000 compounds, 0.11% hits. AID 1430;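 active = inhibition of 50% or more in the single-dose primary screen; inactive = inhibition below 50%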
CHOP inh – CHOP inhibition in unfolded protein response. CHO-K1 CHOP-promoter luciferase, tunicamycin-induced, 15-18 h. inhibition, % at 10 µM. 220,000 compounds, 3.8% hits. AID 2732;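 active = compounds that reduced the stress-induced luciferase reporter signal by more than about 70% of percent inhibition, limit read from the data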;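 note: 0% = tunicamycin plus vehicle and 100% = wells without tunicamycin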
Wee1 stabilizer – inhibitors of human Wee1 degradation. HeLa Luc-Wee1K328M stability, luciferase luminescence; 100% = proteasome inhibitor MG132 effect. reporter increase, % at 5 µM. AID 1321. 220,000 compounds, 1.2% hits. P30291;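 active = activation above the mean of all tested compounds plus 3 SD, set per screening run, cut at about 8.8% in these data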;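 note: cells exposed to compound for 20 h before luminescence read; 0% = DMSO alone and 100% = MG132 at 30 µM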
FXIa inh 1536 – blocks human coagulation factor XIa protease activity; P03951; purified FXIa, Boc-Glu-Ala-Arg-AMC fluorogenic substrate; inhibition, % at 5 µM; 220,000 compounds, 0.14% hits; AID 798;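 active = inhibition of at least 40%; inactive = inhibition below 40%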;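 note: fluorescence of freed AMC excited at 355 nm; 0% = enzyme without compound and 100% = no enzyme blank; many of its hits are not listed in these tables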
zVAD death inh – L929 zVAD cell death inhibition. L929 zVAD necroptosis rescue, ATP luminescence, 24 h; with zVAD 60 µM. viability rescue, % at 10 µM. 220,000 compounds, 0.38% hits;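 active = activation, scaled between plate controls, above about 75%, limit read from the data; inactive = activation under that limit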;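 note: 0% = zVAD with DMSO and 100% = DMSO alone without zVAD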
TNF death inh – TNF-alpha cell death inhibition in Jurkat FADD-/- cells | activation (protection from cell death), % at 10 µM | Jurkat FADD-/- TNF necroptosis rescue, ATP luminescence, 24 h; 0 = TNF only, 100 = no-TNF cells | 220,000 compounds, 0.068% hits;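 active = activation, meaning protection from cell death, of at least 50% relative to plate controls; inactive = activation below 50%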;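 note: necroptosis triggered by 40 ng/mL TNF-alpha added together with compound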
FXIIa inh – blocks human coagulation factor XIIa protease activity; P00748; purified FXIIa, Boc-QGR-AMC fluorogenic substrate, 2 h; inhibition, % at 5 µM; 220,000 compounds, 0.3% hits; in the data active = inhibition above about 40%;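 note: 0% = enzyme with no compound and 100% = blank without enzyme; many of its hits are not listed in these tables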
Target sequence (P00748 20-372 limits assumed): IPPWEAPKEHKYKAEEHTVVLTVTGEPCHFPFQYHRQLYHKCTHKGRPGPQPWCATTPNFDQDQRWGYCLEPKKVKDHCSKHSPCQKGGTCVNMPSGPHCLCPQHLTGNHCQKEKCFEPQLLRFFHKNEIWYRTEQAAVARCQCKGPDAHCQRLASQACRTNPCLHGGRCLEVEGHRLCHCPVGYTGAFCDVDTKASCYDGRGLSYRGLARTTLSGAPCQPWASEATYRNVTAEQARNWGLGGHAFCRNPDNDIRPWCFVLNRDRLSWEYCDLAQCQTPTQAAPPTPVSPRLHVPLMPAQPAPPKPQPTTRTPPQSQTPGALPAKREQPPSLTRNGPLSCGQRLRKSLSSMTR
Target sequence (P00748 373-615 limits assumed): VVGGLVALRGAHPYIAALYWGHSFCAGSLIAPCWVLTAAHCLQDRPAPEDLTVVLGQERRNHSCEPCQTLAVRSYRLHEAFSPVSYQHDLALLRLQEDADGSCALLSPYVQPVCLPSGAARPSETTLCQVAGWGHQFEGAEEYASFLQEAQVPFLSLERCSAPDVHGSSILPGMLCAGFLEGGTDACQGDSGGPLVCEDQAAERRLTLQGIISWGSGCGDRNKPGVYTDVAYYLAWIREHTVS
PPC-1+TRAIL kill – compounds killing PPC-1 cancer cells with TRAIL present (potentiator screen, no TRAIL-free arm); PPC-1 cells + TRAIL, ATPLite viability luminescence; cell killing (% activity), % at 4 µM; 220,000 compounds, 0.41% hits; AID 1443;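 active = cell killing above 50% in the first pass at 4 µM, then a duplicate retest at 5 µM averaging 50% or more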;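 note: plate controls were cells with TRAIL plus DMSO for no effect and medium-only wells lacking cells for full effect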
PGE2 EP2 inh – blocks the human prostaglandin E2 receptor EP2. P43116. C6 glioma cells expressing human EP2, cAMP TR-FRET; cells stimulated with saturating PGE2. inhibition, % at 25 µM. 260,000 compounds, 0.52% hits. AID 1422;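 active = percent inhibition above 40 after rounding to a whole number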;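 note: rat C6 glioma host cells with rolipram phosphodiesterase inhibitor present; the protocol text gives 20 µM as final concentration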
Target sequence (P43116 whole entry, looked up): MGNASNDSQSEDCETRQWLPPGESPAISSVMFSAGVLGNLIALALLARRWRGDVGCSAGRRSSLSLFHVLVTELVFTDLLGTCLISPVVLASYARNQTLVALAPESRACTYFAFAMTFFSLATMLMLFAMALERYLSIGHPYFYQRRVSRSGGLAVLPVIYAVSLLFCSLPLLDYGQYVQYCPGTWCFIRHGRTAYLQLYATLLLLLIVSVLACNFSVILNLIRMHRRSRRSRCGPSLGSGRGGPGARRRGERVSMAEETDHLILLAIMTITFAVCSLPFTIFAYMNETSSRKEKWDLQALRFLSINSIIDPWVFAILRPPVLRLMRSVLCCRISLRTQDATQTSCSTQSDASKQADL
Starred values were filed as active, the others as inactive; & = joins results of further samples.

`CCC(C)NCC(=O)Nc1ccc(S(N)(=O)=O)cc1` (stereo not given) gave Tb hexokinase 2, CHOP inh 32, Wee1 stabilizer -2, FXIa inh 1536 -1, zVAD death inh 4.3, TNF death inh 0.1, FXIIa inh 9, PPC-1+TRAIL kill -6 and PGE2 EP2 inh 10.
COc1ccc(C(=O)C2CCCN(C(=O)c3ccccc3C(C)=O)C2)cc1F (stereo not given) was read as Tb hexokinase -3, CHOP inh -12, Wee1 stabilizer -1, FXIa inh 1536 -1, zVAD death inh -0.1, TNF death inh 0.5, FXIIa inh 8, PPC-1+TRAIL kill 12 and PGE2 EP2 inh 6.
For CCN(CC)C(=O)C1CCCN(Cc2ccc(N(C)C)cc2)C1 (stereo not given) the results were CHOP inh -1, FXIa inh 1536 6, FXIIa inh 10, PPC-1+TRAIL kill 15 and PGE2 EP2 inh 6.
`CNc1nnc(-c2ccco2)s1` gave Tb hexokinase -16, CHOP inh 7, Wee1 stabilizer -2, FXIa inh 1536 -1, zVAD death inh 0.7, TNF death inh 0.6, FXIIa inh 7, PPC-1+TRAIL kill -8 and PGE2 EP2 inh 9.
For COc1ccc(C(=O)N2CCN(S(=O)(=O)c3ccccc3)CC2)c(OC)c1 the results were Tb hexokinase -1, CHOP inh 10, Wee1 stabilizer 0, FXIa inh 1536 3, zVAD death inh 0.8, TNF death inh 2.5, FXIIa inh -4, PPC-1+TRAIL kill 3 and PGE2 EP2 inh 10.
`COc1cccc(CNc2ccc([N+](=O)[O-])cc2C)c1` gave Tb hexokinase 3, CHOP inh 15, Wee1 stabilizer 0, FXIa inh 1536 1, zVAD death inh 1.2, TNF death inh 1.2, FXIIa inh 11, PPC-1+TRAIL kill 19 and PGE2 EP2 inh 4.
`CCOC(=O)c1c(C)[nH]c(C(=O)Nc2ccc(NC(C)=O)cc2)c1C` gave Tb hexokinase 0, CHOP inh 28, Wee1 stabilizer 6, FXIa inh 1536 -5, zVAD death inh 0.6, TNF death inh -3.8, FXIIa inh 7, PPC-1+TRAIL kill 3 and PGE2 EP2 inh 7.
Cc1cc(C(=O)Cn2nc(C(=O)O)c3ccccc3c2=O)c(C)n1-c1ccc(OC(F)F)cc1 was read as Tb hexokinase 1, CHOP inh 26, Wee1 stabilizer -2, FXIa inh 1536 -3, zVAD death inh 5.8, TNF death inh -2.3, FXIIa inh 6, PPC-1+TRAIL kill 25 and PGE2 EP2 inh 6.
Screening CCNC(=S)NNC(=O)c1ccccn1 returned Tb hexokinase 3, CHOP inh 41, Wee1 stabilizer 0, FXIa inh 1536 24, zVAD death inh 0.0, TNF death inh -1.8, FXIIa inh 12, PPC-1+TRAIL kill 7 and PGE2 EP2 inh 15.
Screening Cc1cccc(N2CCN(C(=O)C3CCN(S(=O)(=O)c4cnc[nH]4)CC3)CC2)c1C returned Tb hexokinase 1, CHOP inh 12, Wee1 stabilizer 0, FXIa inh 1536 -2, zVAD death inh 4.0, TNF death inh -4.0, FXIIa inh 10, PPC-1+TRAIL kill -4 and PGE2 EP2 inh 20.
Screening O=C(Nc1cccc(Oc2c(F)c(F)c(F)c(F)c2F)c1)N1C[C@@H]2C[C@@H](C1)c1cccc(=O)n1C2 returned Tb hexokinase -2, CHOP inh 31&-10, Wee1 stabilizer -4, FXIa inh 1536 1, zVAD death inh 0.7, TNF death inh -1.7, FXIIa inh -8, PPC-1+TRAIL kill -17 and PGE2 EP2 inh 6.
For O=C1CC(c2ccco2)c2ccc3ccccc3c2N1 (stereo not given) the results were Tb hexokinase -1, CHOP inh 20, Wee1 stabilizer 2, FXIa inh 1536 -8, zVAD death inh 0.3, TNF death inh -5.5, FXIIa inh -3, PPC-1+TRAIL kill 11 and PGE2 EP2 inh 16.
CC(C)CNc1nc(NC(C)(C)C)nc(Oc2ccc(=O)[nH]n2)n1 was read as Tb hexokinase -2, CHOP inh 3, Wee1 stabilizer 2, FXIa inh 1536 -6, zVAD death inh 11, TNF death inh -1.0, PPC-1+TRAIL kill 0 and PGE2 EP2 inh 7.
For Cc1cccc(NC(=S)N=Nc2c(O)n(CN3CCOCC3)c3ccccc23)c1C the results were Tb hexokinase 1, CHOP inh 38, Wee1 stabilizer -3, FXIa inh 1536 10, zVAD death inh -0.9, TNF death inh 2.0, FXIIa inh 16, PPC-1+TRAIL kill 2 and PGE2 EP2 inh 6.
`Cc1cccc(OCCNC(=O)c2cccc(Oc3ccc(C(F)(F)F)cc3[N+](=O)[O-])c2)c1` gave Tb hexokinase 3, CHOP inh 32, Wee1 stabilizer 4, FXIa inh 1536 5, zVAD death inh 0.2, TNF death inh 0.3, FXIIa inh 13, PPC-1+TRAIL kill -8 and PGE2 EP2 inh 0.
Screening Cc1ccc(S(=O)(=O)N2CCN(C(=O)CSc3nnc(C)s3)C2)cc1 returned Tb hexokinase -6, CHOP inh 40, Wee1 stabilizer 3, FXIa inh 1536 -1, zVAD death inh 0.5, TNF death inh -1.5, FXIIa inh 3, PPC-1+TRAIL kill 13 and PGE2 EP2 inh 7.
COc1ccc([N+](=O)[O-])cc1NC(=O)c1ccc(-n2nc(C)cc2C)cc1 was read as Tb hexokinase -15, CHOP inh 70, Wee1 stabilizer -3, FXIa inh 1536 -4, zVAD death inh 7.8, TNF death inh 2.0, FXIIa inh 2, PPC-1+TRAIL kill 4 and PGE2 EP2 inh 3.
Screening O=C(N=c1ccn(-c2nc3ccccc3nc2NS(=O)(=O)c2ccccc2)cc1)c1cccs1 returned Tb hexokinase -2, CHOP inh 6, Wee1 stabilizer -2, FXIa inh 1536 2, zVAD death inh 1.1, TNF death inh 2.0, FXIIa inh 4, PPC-1+TRAIL kill -7 and PGE2 EP2 inh 49*.
`OCc1ccccc1NC(=S)Nc1cccnc1` gave Tb hexokinase 25, CHOP inh -9, Wee1 stabilizer -3, FXIa inh 1536 -2, zVAD death inh -0.4, TNF death inh 0.1, FXIIa inh 6, PPC-1+TRAIL kill -22 and PGE2 EP2 inh 6.
Screening NS(=O)(=O)c1ccc(CCNC(=O)CSCc2ccccc2)cc1 returned Tb hexokinase -5, CHOP inh 41, Wee1 stabilizer -2, FXIa inh 1536 2, zVAD death inh 0.6, TNF death inh 0.2, FXIIa inh 7, PPC-1+TRAIL kill 10 and PGE2 EP2 inh 4.
For COC(=O)c1cnn(-c2ccccc2)c1/C=N/NC(=S)Nc1ccccc1 the results were Tb hexokinase -3, CHOP inh -24, Wee1 stabilizer 1, FXIa inh 1536 -6, zVAD death inh -0.3, TNF death inh -0.4, FXIIa inh 3, PPC-1+TRAIL kill -17 and PGE2 EP2 inh 1.
For COCCn1cc(C(=O)c2ccccc2OCC(=O)Nc2cc(C)on2)cc(C#N)c1=O the results were Tb hexokinase -12, CHOP inh -21, Wee1 stabilizer 0, FXIa inh 1536 6, zVAD death inh -0.1, TNF death inh 0.5, FXIIa inh 4, PPC-1+TRAIL kill 4 and PGE2 EP2 inh 15.
Screening CCn1cc(C2=NCC(C)O2)c2ccccc21 (stereo not given) returned Tb hexokinase 3, CHOP inh 5, Wee1 stabilizer -1, FXIa inh 1536 1, zVAD death inh -0.2, TNF death inh 0.5, FXIIa inh 4, PPC-1+TRAIL kill -15 and PGE2 EP2 inh 10.
For Cc1cccc(NC(=S)NCC(c2ccccc2)N(C)C)c1 (stereo not given) the results were Tb hexokinase 5, CHOP inh -13, Wee1 stabilizer 0, FXIa inh 1536 -3, zVAD death inh -0.8, TNF death inh -1.2, FXIIa inh 4 and PGE2 EP2 inh 9.
Screening CC(C)(C)n1ncc(Oc2ccccc2[N+](=O)[O-])c(Cl)c1=O returned Tb hexokinase -3, CHOP inh 41, Wee1 stabilizer -2, FXIa inh 1536 6, zVAD death inh -0.7, TNF death inh 0.4, FXIIa inh 8, PPC-1+TRAIL kill 8 and PGE2 EP2 inh 5.
O=C(NCc1cccnc1)c1ccc([N+](=O)[O-])cc1 was read as Tb hexokinase 1, CHOP inh -14, Wee1 stabilizer 1, FXIa inh 1536 -5, zVAD death inh 1.0, TNF death inh -0.4, FXIIa inh 7, PPC-1+TRAIL kill 3 and PGE2 EP2 inh 8.
For CCc1ccc(NC(=O)NCC2CCN(c3ccc(OC)cc3)C2)cc1 (stereo not given) the results were Tb hexokinase -11, CHOP inh 48, Wee1 stabilizer 1, FXIa inh 1536 -3, zVAD death inh 0.3, TNF death inh 2.9, FXIIa inh 6, PPC-1+TRAIL kill 1 and PGE2 EP2 inh 5.
`CCNC(=O)CC1C(=O)N(c2ccc(OC)cc2)C(=S)N1CCc1ccncc1` (stereo not given) gave Tb hexokinase -1, CHOP inh 16, Wee1 stabilizer -2, FXIa inh 1536 -1, zVAD death inh -0.2, TNF death inh 0.4, FXIIa inh 8, PPC-1+TRAIL kill 19 and PGE2 EP2 inh 5.
For COc1ccc(C(=O)OC(C)C(=O)Nc2cc(C(F)(F)F)ccc2Cl)c(OC)c1OC (stereo not given) the results were Tb hexokinase -2, CHOP inh 23, Wee1 stabilizer 6, FXIa inh 1536 6, zVAD death inh 0.4, TNF death inh 3.4, FXIIa inh 2, PPC-1+TRAIL kill 5 and PGE2 EP2 inh 3.
`COc1ccc2c(c1)N(C)C(=O)CC(c1ccccc1)=N2` gave Tb hexokinase -17, CHOP inh -21, Wee1 stabilizer 2, FXIa inh 1536 21, zVAD death inh -0.3, TNF death inh -4.7, FXIIa inh 29, PPC-1+TRAIL kill 0 and PGE2 EP2 inh 8.
`CCCN1C(=O)C2C(C(=O)Nc3cccc(OC)c3)C3C=CC2(O3)C1C(=O)NC1CCCCC1` (stereo not given) gave Tb hexokinase 2, CHOP inh 19, Wee1 stabilizer -3, FXIa inh 1536 0, zVAD death inh 1.7, TNF death inh 1.4, FXIIa inh 15, PPC-1+TRAIL kill 3 and PGE2 EP2 inh 10.
Screening CC(C)CCC(C(=O)O)C(C)CC(=O)NC1CCCCC1 (stereo not given) returned Tb hexokinase -4, CHOP inh 6, Wee1 stabilizer 0, FXIa inh 1536 17, zVAD death inh -0.3, TNF death inh -1.0, FXIIa inh 20, PPC-1+TRAIL kill 21 and PGE2 EP2 inh 6.

Retrieved by structure from the entries so far:
`CCCN1C(=O)C2C(C(=O)Nc3cccc(OC)c3)C3C=CC2(O3)C1C(=O)NC1CCCCC1` (stereo not given) gave Tb hexokinase 2, CHOP inh 19, Wee1 stabilizer -3, FXIa inh 1536 0, zVAD death inh 1.7, TNF death inh 1.4, FXIIa inh 15, PPC-1+TRAIL kill 3 and PGE2 EP2 inh 10.
For Cc1cccc(NC(=S)NCC(c2ccccc2)N(C)C)c1 (stereo not given) the results were Tb hexokinase 5, CHOP inh -13, Wee1 stabilizer 0, FXIa inh 1536 -3, zVAD death inh -0.8, TNF death inh -1.2, FXIIa inh 4 and PGE2 EP2 inh 9.
For COCCn1cc(C(=O)c2ccccc2OCC(=O)Nc2cc(C)on2)cc(C#N)c1=O the results were Tb hexokinase -12, CHOP inh -21, Wee1 stabilizer 0, FXIa inh 1536 6, zVAD death inh -0.1, TNF death inh 0.5, FXIIa inh 4, PPC-1+TRAIL kill 4 and PGE2 EP2 inh 15.
`CCNC(=O)CC1C(=O)N(c2ccc(OC)cc2)C(=S)N1CCc1ccncc1` (stereo not given) gave Tb hexokinase -1, CHOP inh 16, Wee1 stabilizer -2, FXIa inh 1536 -1, zVAD death inh -0.2, TNF death inh 0.4, FXIIa inh 8, PPC-1+TRAIL kill 19 and PGE2 EP2 inh 5.

Some of the compounds tested (hit frequency here may not be typical).
